# ADAM17 inh = ADAM17 inhibitors, primary screen, biochemical, QFRET | recombinant ADAM17, EDANS/DABCYL FRET peptide cleavage | inhibition, % at 6.95 µM | 0.83% of 370,000 active;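 active = inhibition above the mean of compounds lying between control limits plus 3 SD, set per campaign, cut at about 8.5% in these data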;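 also: 0% = DMSO-only wells as the low control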
# TDP2 absorb = human TDP2 enzyme inhibitors, primary screen, biochemical, epi absorbance, recombinant enzyme. Tyrosyl-DNA phosphodiesterase 2 (Homo sapiens), O95551. T5PNP hydrolysis, p-nitrophenol absorbance 415 nm. inhibition, % at 12.8 µM. 0.34% of 370,000 active. AID 720702, 2013;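 active = inhibition above the mean of all tested compounds plus 3 SD, set per campaign, cut at about 25% in these data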;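 also: 0% = DMSO with enzyme and 100% = buffer with substrate but no TDP2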
# Target sequence (O95551 whole entry, looked up): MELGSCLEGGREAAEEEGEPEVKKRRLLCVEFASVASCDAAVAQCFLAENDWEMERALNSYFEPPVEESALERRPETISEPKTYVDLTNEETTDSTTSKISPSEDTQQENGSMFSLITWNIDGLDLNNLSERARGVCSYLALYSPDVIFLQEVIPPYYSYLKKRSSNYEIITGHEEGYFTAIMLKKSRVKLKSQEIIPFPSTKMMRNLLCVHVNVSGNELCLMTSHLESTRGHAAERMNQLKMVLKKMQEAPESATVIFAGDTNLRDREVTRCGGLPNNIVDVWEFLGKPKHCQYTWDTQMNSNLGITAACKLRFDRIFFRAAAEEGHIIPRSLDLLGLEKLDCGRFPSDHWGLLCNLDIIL
#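 Evaluation: % inhibition relative to enzyme-containing and enzyme-free wells. Material: recombinant human TDP2. Benchmarks: enzyme-free and DMSO wells. Timing: enzyme reaction with compound for 2 h at 37 °C. Compound dosing: 12.8 µM only. Measured by: p-Nitrophenol epi absorbance. Reagent: T5PNP substrate at 5 mM, a TopII-DNA adduct mimic. Replication: single well per compound.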
# PLC-gamma1 inh = PLC-gamma1 enzyme inhibitors, primary screen, biochemical, fluorescence, purified enzyme; 0.84% of 370,000 active; 1-phosphatidylinositol 4,5-bisphosphate phosphodiesterase gamma-1 (Homo sapiens), P19174; inhibition, % at 12.2 µM; fluorogenic substrate; AID 720700, 2013; in the data active = inhibition above about 9.5%
# ASAP1 inh = inhibitors of human ASAP1 ArfGAP activity, primary screen, biochemical, fluorescence polarization. ASAP1-stimulated ARF1 GTP hydrolysis, GDP FP detection. inhibition, % at 16.5 µM. 0.19% of 360,000 active; in the data active = inhibition above about 25%;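 also: 0% = vehicle with enzyme and substrate and 100% = no enzyme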
# DDE Tn7 FP inh = inhibitors of Tn7 peptide binding to fibrin DD(E), primary screen, biochemical, fluorescence polarization, human fibrin, Tn7 probe. Fibrinogen beta chain (Homo sapiens), P02675. inhibition, % at 8.3 µM. AID 720508, 2013. 0.13% of 370,000 active. FP displacement of FITC-Tn7 peptide from fibrin DD(E); 0% = median of compound wells per plate;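 active = inhibition above the mean of compounds falling within the control limits plus 3 SD of them, cut at about 14% in these data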;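 also: 0% = plate median of compound wells and 100% = 10 µM Aha-Tn7 peptide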
#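 Assay system: human fibrin DD(E). Input: DD(E) 2 µM final. Medium: Tris buffer with calcium and detergent, pH 7.8. Compound dosing: single point at 8.3 µM. Timing: 10 min plus 3 h, room temperature. Technique: fluorescence polarization of the labelled Tn7 tracer. Read-out: percent inhibition. Replicates: singlicate testing.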
# Tn6 DDE FP = inhibitors of Tn6 peptide binding to fibrin DD(E), primary screen, biochemical, fluorescence polarization, human fibrin, Tn6 probe; inhibition, % at 8.3 µM; Fibrin DD(E) TRITC-Tn6 fluorescence polarization displacement; Fibrinogen beta chain (Homo sapiens), P02675; 0.21% of 370,000 active; AID 720509, 2013;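 active = inhibition above a per-campaign cutoff: mean of compounds within control limits plus 3 SD, cut at about 15% in these data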;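 also: 0% = median of all compound wells on the plate and 100% = blocking peptide control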
# ADAM10 inh = human ADAM10 inhibitors, primary screen, biochemical, QFRET, HTS; Disintegrin and metalloproteinase domain-containing protein 10 (Homo sapiens), O14672; AID 720582, 2013; recombinant ADAM10, EDANS/DABCYL FRET peptide cleavage, 3 h; 0.62% of 370,000 active; inhibition, % at 7 µM;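 active = inhibition above a per-campaign cutoff equal to the mean of compounds falling between control-based bounds plus 3 SD, cut at about 20% in these data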;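 also: 0% = DMSO wells while the 100% control is not disclosed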
# Target sequence (O14672 214-748 limits assumed): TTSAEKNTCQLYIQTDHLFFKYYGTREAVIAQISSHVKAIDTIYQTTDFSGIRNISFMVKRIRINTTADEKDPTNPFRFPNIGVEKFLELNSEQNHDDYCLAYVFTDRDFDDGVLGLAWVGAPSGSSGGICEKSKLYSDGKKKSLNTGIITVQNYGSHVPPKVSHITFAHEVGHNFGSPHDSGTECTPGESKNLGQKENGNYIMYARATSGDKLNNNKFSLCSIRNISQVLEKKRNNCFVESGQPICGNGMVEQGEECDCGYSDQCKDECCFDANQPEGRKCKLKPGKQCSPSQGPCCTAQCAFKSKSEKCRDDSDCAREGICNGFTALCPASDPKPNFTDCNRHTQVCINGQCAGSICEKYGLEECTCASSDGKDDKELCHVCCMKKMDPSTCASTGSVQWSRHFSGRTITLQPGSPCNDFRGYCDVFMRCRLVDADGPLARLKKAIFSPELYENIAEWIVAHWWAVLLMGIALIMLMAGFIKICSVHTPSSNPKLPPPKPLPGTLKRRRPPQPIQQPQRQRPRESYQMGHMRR
# ARFGAP1 inhibitor = inhibitors of rat ARFGAP1 GAP activity, primary screen, biochemical, fluorescence polarization, GDP tracer. ADP-ribosylation factor GTPase-activating protein 1 (Rattus norvegicus), Q62848. Arfgap1-stimulated ARF1 GTP hydrolysis, GDP FP detection. inhibition, % at 16.5 µM. 0.26% of 360,000 active;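 active = inhibition above a per-plate limit, mean inhibition of low control wells plus 3 SD, cut at about 25% in these data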;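 also: 0% = DMSO wells with enzyme and 100% = wells lacking Arfgap1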
# Target sequence (Q62848 1-136 limits assumed): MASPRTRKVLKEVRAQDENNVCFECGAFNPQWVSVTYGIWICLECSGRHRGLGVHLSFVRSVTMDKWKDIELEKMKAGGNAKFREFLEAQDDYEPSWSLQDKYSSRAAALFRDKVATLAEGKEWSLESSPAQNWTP
#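 system = rat Arfgap1 catalytic domain, aa 1-136 | technique = FP, GDP Alexa 633 tracer displaced from anti-GDP antibody, 620/688 nm | compound = one concentration, 16.5 µM, DMSO 1.26% | medium = HEPES-based buffer, pH 7.5 | timing = compound-enzyme preincubation 20 min, reaction 120 min, detection 60 min, 25 °C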
# PLC-beta3 inh = human PLC-beta3 inhibitors, primary screen, biochemical, fluorescence. 1-phosphatidylinositol 4,5-bisphosphate phosphodiesterase beta-3 (Homo sapiens), Q01970. Purified PLC-beta3, fluorogenic substrate. inhibition, % at 12.2 µM. 0.18% of 370,000 active. AID 720704, 2013; in the data active = inhibition above about 11%;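 also: 0% = median of compound wells on plate and 100% = full blocker control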
# SIAE primary = human SIAE inhibitors, primary screen, biochemical, fluorescence polarization, FP-Rh probe, 1536-well HTS; inhibition, % at 9.66 µM; 0.69% of 370,000 active; SIAE FP-Rh probe binding; Sialate O-acetylesterase (Homo sapiens), Q9HAT2;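 active = inhibition above a cutoff: mean of compounds within the control limits plus 3 SD of those, cut at about 17% in these data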;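 also: 0% = plate median of compound wells and 100% = probe without SIAE protein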
# * hit, by the source's call; i = inactive.
SMILES,ADAM17 inh,TDP2 absorb,PLC-gamma1 inh,ASAP1 inh,DDE Tn7 FP inh,Tn6 DDE FP,ADAM10 inh,ARFGAP1 inhibitor,PLC-beta3 inh,SIAE primary
COCCCn1cc(C(=O)c2cc(OC)ccc2OCC(=O)Nc2cc(C)on2)cc(C#N)c1=O,-4,4,-4,10,-13,-5,-7,-5,-6,12
Nc1nc2c(Cl)ccc(Cl)c2s1,-2,7,-1,5,5,8,-1,-6,-6,12
OC[C@@H]1[C@@H](c2ccc(Cl)cc2)C(c2ccccc2)=NN1c1ccccc1,i,-2,i,-2,-9,-8,i,7,i,12
CN(C)/C=C(/C(=O)c1ccccc1Cl)S(C)(=O)=O,-1,1,-1,6,1,-3,-2,2,4,-3
COc1cc(NC2c3ncccc3C(=O)N2Cc2ccco2)cc(OC)c1OC (stereo not given),-1,13,0,0,3,-7,-1,-4,0,4
Cc1ccc(N2C(=O)Nc3ccccc3S2(=O)=O)cc1Cl,4,6,5,13,-10,-7,-3,11,-7,1
CC(c1ccccc1)c1nnc(NC(=O)Nc2ccccc2F)s1 (stereo not given),-3,-13,-1,0,0,-7,13,4,-7,-16
COc1cc(OC)c2c(-c3cccc(-c4ccc(OC)c(OC)c4)c3)cc(=O)oc2c1,-4,0,-2,-4,4,1,0,-2,-4,0
O=C(Nc1ccncc1)c1ccc(-c2ccccc2)cc1,-1,-1,2,13,-1,-1,2,-2,-1,-1
CCCCc1nc2cc(C(=O)N3CCCCC3CCO)ccc2o1 (stereo not given),-7,-7,2,-1,7,8,-6,4,-4,0
N#CCCN(C(=O)COC(=O)CCc1ccccc1)c1ccccc1,0,-16,1,1,1,1,-5,-1,-44,-1
CCCOC(=O)C1=C(C)NC2=C(C(=O)CC(C)(C)C2)C1c1ccc(N(C)C)cc1 (stereo not given),-4,-13,-34,-8,4,8,-20,-9,-38,10
CSc1nnc(NC(=O)c2ccco2)s1,-4,5,-8,-4,4,-1,-3,-3,-11,1
COc1cccc(CN(C)C(=O)[C@@H](NC(=O)c2ccc(C)cc2)C(C)C)c1,-2,9,1,-2,1,11,-6,4,-1,-7
Cc1cccc(C)c1-n1nnnc1C(c1ccnc2ccccc12)N1CCCC1 (stereo not given),-2,-2,2,-4,11,1,-2,-8,2,5
CCOC(=O)C1(C)CCCN(C(=O)c2cccnc2)C1 (stereo not given),-3,0,1,1,-6,-2,-1,3,3,-4
CCOC(=O)[C@]12CCCC=C1N(Cc1ccco1)C(=O)[C@H](CC(=O)NCc1cccc(C(F)(F)F)c1)C2,-3,5,-1,-4,7,11,-1,2,-5,1
N#CC(=NCc1cccnc1)C1=C(O)c2ccccc2C1=O,-5,7,-4,-2,-2,-4,-2,-16,-12,-3
Cc1ccccc1C(=O)NC(=S)NC1CCSC1=O (stereo not given),-1,8,4,8,-3,-1,0,3,3,17
Cc1nc(C)c2c(=O)cc(-c3ccccc3)[nH]c2n1,-16,-8,-8,2,-5,-3,-51,11,-18,2
Cc1cc(N2CCN(C(=O)OC(C)(C)C)C[C@H]2C)ccc1N1CC[C@@H](O)C1,-1,0,-20,-4,-11,-4,-6,-1,-23,4
CCN1C(=O)/C(=C2/Sc3ccccc3N2CC)SC1=S,5,-18,1,-8,-8,2,-4,8,-8,3
COc1cccc(C(=O)COC(=O)C(C)N2C(=O)C3C4C=CC(C4)C3C2=O)c1 (stereo not given),5,8,2,-6,4,4,-6,1,-3,0
Cc1cccc(Nc2cc(C)c3c(O)cccc3n2)c1C,-1,-14,-72,8,-3,-16,-6,18,-97,9
COc1ccc(C2C(=O)N(C3CCCCC3)CC(=O)N2CC2COc3ccccc3O2)cc1 (stereo not given),-4,4,1,3,3,-1,2,2,2,-3

# Among those listed so far, three contain two or more sulfur atoms:
SMILES,ADAM17 inh,TDP2 absorb,PLC-gamma1 inh,ASAP1 inh,DDE Tn7 FP inh,Tn6 DDE FP,ADAM10 inh,ARFGAP1 inhibitor,PLC-beta3 inh,SIAE primary
CSc1nnc(NC(=O)c2ccco2)s1,-4,5,-8,-4,4,-1,-3,-3,-11,1
Cc1ccccc1C(=O)NC(=S)NC1CCSC1=O (stereo not given),-1,8,4,8,-3,-1,0,3,3,17
CCN1C(=O)/C(=C2/Sc3ccccc3N2CC)SC1=S,5,-18,1,-8,-8,2,-4,8,-8,3

# At a glance, some entries already given.
SMILES,ADAM17 inh,TDP2 absorb,PLC-gamma1 inh,ASAP1 inh,DDE Tn7 FP inh,Tn6 DDE FP,ADAM10 inh,ARFGAP1 inhibitor,PLC-beta3 inh,SIAE primary
Cc1ccccc1C(=O)NC(=S)NC1CCSC1=O (stereo not given),-1,8,4,8,-3,-1,0,3,3,17
Cc1nc(C)c2c(=O)cc(-c3ccccc3)[nH]c2n1,-16,-8,-8,2,-5,-3,-51,11,-18,2
Cc1cc(N2CCN(C(=O)OC(C)(C)C)C[C@H]2C)ccc1N1CC[C@@H](O)C1,-1,0,-20,-4,-11,-4,-6,-1,-23,4
CCN1C(=O)/C(=C2/Sc3ccccc3N2CC)SC1=S,5,-18,1,-8,-8,2,-4,8,-8,3
COc1cccc(C(=O)COC(=O)C(C)N2C(=O)C3C4C=CC(C4)C3C2=O)c1 (stereo not given),5,8,2,-6,4,4,-6,1,-3,0
Cc1cccc(Nc2cc(C)c3c(O)cccc3n2)c1C,-1,-14,-72,8,-3,-16,-6,18,-97,9
COc1ccc(C2C(=O)N(C3CCCCC3)CC(=O)N2CC2COc3ccccc3O2)cc1 (stereo not given),-4,4,1,3,3,-1,2,2,2,-3

# Following part
SMILES,ADAM17 inh,TDP2 absorb,PLC-gamma1 inh,ASAP1 inh,DDE Tn7 FP inh,Tn6 DDE FP,ADAM10 inh,ARFGAP1 inhibitor,PLC-beta3 inh,SIAE primary
CC1(C)CC2CC(C)(CN2C(=O)COC(=O)c2ccc(O)cc2O)C1 (stereo not given),-2,9,1,0,-5,-3,-9,10,-6,3
CC(=O)Nc1ccc(S(=O)(=O)NC2(C(F)(F)F)NC(=O)N(c3ccccc3F)C2=O)cc1 (stereo not given),-4,3,9,-2,-7,-9,-1,3,-5,-3
CC(=O)NC(Cc1c[nH]c2ccccc12)C(=O)OCC(=O)N1CCN(S(=O)(=O)c2ccc(Cl)cc2)CC1 (stereo not given),-2,0,2,10,2,-4,-7,13,-1,9
Cc1ccccc1NC(=O)NC1CCCCCCC1,1,0,-1,6,-2,-3,-12,1,-2,-6
CC1(C)CC(=O)C2=C(C1)N(CC1CCCO1)C(=O)C2(NC(=O)c1cccnc1)C(F)(F)F (stereo not given),-2,3,-1,-5,-3,-5,3,0,3,-2
COC(=O)C(Sc1nc(C)cc(C)c1C#N)c1ccccc1 (stereo not given),2,-1,0,-16,-3,4,7,7,1,4
O=C(COC(=O)Cc1ccc([N+](=O)[O-])cc1)NC1CCCCCC1,-6,-2,3,-5,5,1,-11,9,-2,4
COc1ccc(Cl)cc1NC(=O)c1ccc2c(SCC(=O)O)c3c(nc2c1)CCCC3,-2,13,-2,6,5,-5,-9,-16,-10,-9
CC(=O)C[C@@H](O)CC(=O)[C@@H]1OC(=O)CCCCCCc2ccccc21,-4,3,-1,8,3,2,2,-4,-4,3
CCOC(=O)c1cc(NC(=O)c2ccoc2C)cc(C(=O)OCC)c1,3,-16,2,5,2,8,9,6,-2,-22
C=CCSc1nnc(-c2c[nH]c3ccccc23)n1CCOC,0,-5,3,0,-12,6,4,11,5,3
COc1ccc([C@H]2CC(=O)C[C@@H](CCn3cc(-c4cccnc4)nn3)O2)cc1,-6,-2,-2,6,2,-4,-11,2,-3,-2
COc1cc(CN2CCCCC2)ccc1OCc1ccccc1,-2,13,0,3,5,0,-2,-3,-2,-1
O=C(C[C@H]1C/C=C\C[C@@H](Cc2ccc(F)cc2)C(=O)O[C@@H](c2ccccc2)CNC1=O)NCCO,-1,3,3,1,6,5,7,-2,2,0
CCN(CC(=O)Nc1ccc(C(C)=O)cc1)CC(=O)Nc1cccc(OC)c1,-4,11,0,-4,7,6,7,-3,1,-7
CCOc1ccc(S(=O)(=O)N2CCCCC2)cc1NC(=O)Cc1ccccc1,-5,-4,1,-2,3,-6,-2,-7,-7,-6
CCOC(=O)[C@]12CCCC=C1N(Cc1ccc(Cl)cc1Cl)C(=O)[C@H](CC(=O)NCCc1ccccc1OC)C2,4,-8,1,-17,1,-3,23*,-5,1,-13
O=C(Cc1ccccc1[N+](=O)[O-])NCc1ccncc1,-3,5,-1,-1,6,5,1,-1,-2,3
CSC1=NCCN1C(=O)c1ccc2ccccc2c1,-8,13,-8,-6,0,0,-12,-10,-15,7
Cc1ccc(NC(=O)CSc2ncn[nH]2)c([N+](=O)[O-])c1,-4,11,1,-20,2,12,-14,-6,-8,-1
CC(C)=CCC/C(C)=C/CNC(=O)CC1C[C@H](C(=O)N(C(C)C)C(C)C)[C@@]2(C)c3[nH]c4ccccc4c3CCN2C1=O (stereo not given in full),-1,16,-1,3,-2,6,-6,-1,0,0

# Compound activity as filed in PubChem.
